High-throughput results: PubChem BioAssay, National Center for Advancing Translational Sciences (NCATS)
ERK EGF inh: blocks ERK signaling stimulated by EGF | Potency, µM (top dose mostly 11.5 µM), for the others: at the top dose activity change, negative = inhibition, most hits filed as inhibitors | HEK293-V1b, EGF-stimulated phospho-ERK AlphaScreen | 130,000 tested, 0.41% active; active = well fitted inhibition curve with a large enough effect; inconclusive = small, poorly fitted or top-dose-only effect, or effect the other way;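 note: plate controls were stimulated vehicle wells for no effect and unstimulated vehicle basal for full effect; nearly all actives have a fitted effect of over 55% in size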
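Compounds are titrated over HEK293-V1b cells kept overnight in 1% FBS. After 30 min at 37C, EGF (25 nM final) triggers ERK phosphorylation for 5 min, measured by AlphaScreen in lysates.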
The depositor's hits bear a star; ? = inconclusive; & = joins results of further samples; [ ] = another dose, or the depositor's remark. Potency is the fitted concentration of half-maximal effect. These rows are one share of the data; rates above refer to the full screens.

A first look:
ERK EGF inh	compound
-6%	C=C1C(=O)C23C(O)C1CCC2[C@]12COC3(O)C(O)C1C(C)(C)CC[C@H]2O (stereo partly drawn)
7%	CCOC(=O)C1=C(C)N=c2s/c(=C\c3ccc(OCC(=O)O)cc3)c(=O)n2C1c1ccc(OC(C)C)cc1 (stereo not drawn)
17%	COc1ccc(NC(=O)CCCn2c(=O)c3sccc3n(Cc3ccccc3)c2=O)cc1
-10%	CCCCOC(=O)Nc1ccc(S(=O)(=O)Nc2ncccn2)cc1
-3%[57.5 µM]	COCCCNC(=O)c1c(N)n(-c2ccccc2)c2nc3ccccc3nc12

The whole of this part (from the top)
ERK EGF inh	compound
-6%	C=C1C(=O)C23C(O)C1CCC2[C@]12COC3(O)C(O)C1C(C)(C)CC[C@H]2O (stereo partly drawn)
7%	CCOC(=O)C1=C(C)N=c2s/c(=C\c3ccc(OCC(=O)O)cc3)c(=O)n2C1c1ccc(OC(C)C)cc1 (stereo not drawn)
17%	COc1ccc(NC(=O)CCCn2c(=O)c3sccc3n(Cc3ccccc3)c2=O)cc1
-10%	CCCCOC(=O)Nc1ccc(S(=O)(=O)Nc2ncccn2)cc1
-3%[57.5 µM]	COCCCNC(=O)c1c(N)n(-c2ccccc2)c2nc3ccccc3nc12
2%	N#Cc1cc(NCC2CCCO2)c([N+](=O)[O-])cc1C#N (stereo not drawn)
-14%	Cc1ccccc1CN1C[C@@H]2C[C@@H](c3cn[nH]c3-c3ccccc3)N3CCC[C@@]23C1=O
2%[57.5 µM]	O=C(/C=C/c1ccccc1Cl)Nc1ccccc1
-3%	O=c1c(Cl)c(O)c2cccc3c4ccccc4n1c23
4%	COc1ccccc1C(=O)C1CCCN(C(=O)Nc2ccccc2F)C1 (stereo not drawn)
4%	Fc1ccc(-c2onc3ccc(C4OCCO4)cc23)cc1
-2%	O=C(Cc1ccccc1)Nc1nnc(-c2cccc([N+](=O)[O-])c2)s1
2%	O=C(NNC(=S)NC1CCCCC1)c1sc2ccccc2c1Cl
-1%	COc1ccc(-c2[nH]ncc2CN(C)Cc2cccnc2)c(F)c1
3%[57.5 µM]	CCCNc1nc(C)cc(-c2cc(-c3ccccc3)on2)n1
2%	CCOC(=O)C1CCCN(C(=S)NC2CCCCC2)C1 (stereo not drawn)
2%	CCOc1ccc(OCc2cccc(C(=O)N3CCCCCC3)c2)cc1
4%	Cc1ccc(CNCC(=O)Nc2cccc(S(=O)(=O)NC3=NCCCCC3)c2)cc1
10%	O=C(COC(=O)CNC(=O)c1ccccc1)Nc1ccc2c(c1)OCO2
0%	CC(C)CC1=NN(C(=O)c2cccnc2)C(O)(C(F)(F)F)C1 (stereo not drawn)
1%	Cc1ccc(/C=c2/sc3n(c2=O)CCCN=3)o1
-1%	CCC(C)NC(=O)COC(=O)c1cccnc1Nc1ccccc1F (stereo not drawn)
6%	CC(=O)Oc1cc2c(c(C)c1OC(C)=O)CC=C1[C@]3(C)CC[C@]4(C)CC[C@@](C)(C(=O)O)CC4[C@]3(C)CC[C@]12C (stereo partly drawn)
1%	CC1(C)CC(=O)C2=C(C1)NC(=O)NC2c1ccccc1 (stereo not drawn)
4%	CCN(CC)c1ccc(C=C2C(=O)OC3(CCCC3)OC2=O)cc1

Other records
ERK EGF inh	compound
-5%	CCOC(=O)/C(=C/c1ccco1)NC(=O)c1ccc(Br)o1
-2%	COc1ccc(Cl)cc1NC(=O)c1noc2c1CCCC2
-4%	O=C(N/N=C1/CCCc2ccccc21)c1cc([N+](=O)[O-])cc([N+](=O)[O-])c1
-4%	O=C(COc1ccccc1[N+](=O)[O-])N/N=C/c1ccccn1
13%	Nn1c(Cc2cccc3ccccc23)nnc1SCc1ccc(Cl)c(Cl)c1
8%	S=C(Nc1ccc(Oc2ccccc2)cc1)NC1CCCCCC1
1%	Cc1cc(C)cc(NC(=O)C2CC(=O)n3ncnc3N2)c1 (stereo not drawn)
-3%	O=C(Nc1nccs1)c1ccc(N2C(=O)C3CCCCC3C2=O)cc1 (stereo not drawn)
-11%[57.5 µM]	C#Cc1ccc([C@@H]2C=C(C(=O)N3CCN(Cc4ccccc4)CC3)O[C@H](OCCCCO)C2)cc1
-1%	O=c1c(-c2n[nH]c(=S)n2-c2ccccc2)cccn1Cc1cccc(Cl)c1
15%	COc1ccccc1N(C(=O)CN1C(=O)c2ccccc2S1(=O)=O)C(C(=O)NCC1CCCO1)c1ccc(F)cc1 (stereo not drawn)
-6%	Cc1ccc2nsnc2c1N
-14%[57.5 µM]	O=C1CC(c2cccs2)Cc2nc(NC(=O)C3CC3)ncc21 (stereo not drawn)
-3%	CNC(=O)c1nnsc1S(=O)(=O)c1ccc(Cl)cc1
-2%[57.5 µM]	COC(=O)c1ccc(COc2ccccc2/C=N/O)o1
4%	Nc1c2c(nc3sc4c(c13)CCCCC4)CCCCC2
-13%	C/C=C/C=N/Nc1nc(-c2ccc([N+](=O)[O-])cc2)cs1
6%	COc1cccc(Nc2nc3ccc(OC)cc3s2)c1
-1%	COc1ccc(/C=N/NC(=O)c2c([N+](=O)[O-])c(C)nn2C)cc1
-5%[57.5 µM]	Cc1cc(NC(=O)c2cc(C(C)(C)C)oc2C)no1
0%	CCC(=O)NC(=S)Nc1ccccc1C(=O)NC1CCCCC1
-1%	CNC(=O)c1ccc2c(c1)nnn2C
-9%	Cc1ccc(C(=O)/C=C2/NC(=O)CS2)cc1
2%	O=C(Cc1cccc2ccccc12)N/N=C/c1ccc(O)c([N+](=O)[O-])c1
-5%	O=C(Nc1ccc(O)c2c(=O)cc(-c3ccccc3Cl)oc12)c1cccc(Cl)c1

Copied from the results shown for reference:
ERK EGF inh	compound
13%	Nn1c(Cc2cccc3ccccc23)nnc1SCc1ccc(Cl)c(Cl)c1
8%	S=C(Nc1ccc(Oc2ccccc2)cc1)NC1CCCCCC1
1%	Cc1cc(C)cc(NC(=O)C2CC(=O)n3ncnc3N2)c1 (stereo not drawn)

Next section
ERK EGF inh	compound
8%	CCOCC(=O)N1CCN(c2ccccc2OC)CC1
-15%&6%	O=c1[nH]cnc2ccccc12
-12%	CCOc1ccc(/C=N/NC(=O)CNC(=O)c2ccc(S(=O)(=O)N3CCOCC3)cc2)cc1
1%	COc1ccc(/C(C)=N/NS(=O)(=O)c2cc(C)ccc2C)c(OC)c1
-1%[57.5 µM]	COCCNCc1nc2sc(C)c(-c3ccccc3)c2c(=O)[nH]1
-3%	CCCN1CCOC(CC(=O)Nc2ccc([N+](=O)[O-])cc2)C1=O (stereo not drawn)
3%	O=C(/C=C/c1ccccc1)Nc1cc(S(=O)(=O)N2CCOCC2)ccc1N1CCCC1
-5%[57.5 µM]	CN1CCCCC1CCN1c2ccccc2Sc2ccc(S(C)=O)cc21 (stereo not drawn)
-2%	CC1(C)CC(=O)C2=C(C1)Nc1ccccc1NC2
-3%	c1ccc(-n2nnnc2SCc2cccc(CSc3nnnn3-c3ccccc3)n2)cc1
4%	Cc1ccccc1N(CC(=O)NCCSc1ccccn1)S(=O)(=O)c1ccccc1
9%	Cc1ccc2c(Cl)c(C(=O)Nc3cccnc3)sc2c1
6%	Cc1ccc(NC(=S)N(CCCN2CCCC2)Cc2cccn2Cc2ccc(Cl)cc2)cc1Cl
-3%[57.5 µM]	O=c1[nH]c(-[n+]2ccccc2)c(/C=N/N=C(\[O-])c2ccccc2)s1
-7%	CC(NC(=O)Cn1cc(C(F)(F)F)ccc1=O)c1ccc(F)cc1 (stereo not drawn)
-11%[57.5 µM]	Cc1cc(C)cc(OCC(=O)O/N=C(\N)c2ccccc2Cl)c1
1%	CC1CCCN(CCOCCOc2ccc(Br)cc2Cl)C1 (stereo not drawn)
2%	COc1ccc(CNCCC(c2ccccc2)C2CCOC(C)(C)C2)cc1 (stereo not drawn)
10%	COc1ccccc1N(CC(O)Cn1nc(C)cc1C)S(=O)(=O)c1ccccc1 (stereo not drawn)
-3%	CCCC1=[N+](CC(C)=O)CCn2c(C)ccc21
-6%	COc1ccc(NS(=O)(=O)c2cccc(-c3nnc(-c4ccccc4)o3)c2)cc1
2%	CS(=O)(=O)N(CC(=O)Nc1ccccc1C(=O)N1CCOCC1)c1ccccc1
11%	CC(/C=C/c1ccc2c(c1)OCO2)=N\NC(=O)c1ccccc1
-1%	COc1cccc(-c2nnn(CC(C)=O)n2)c1
10%[57.5 µM]	CCC1(CC)NC(=O)N(CC(=O)OCC(=O)Nc2ccc(F)c(F)c2F)C1=O

Next section:
ERK EGF inh	compound
16%	Nc1nc(CC(=O)CSc2ccc(Cl)cc2)nc(Nc2ccc(F)cc2)n1
-3%	COc1ccccc1NC(=O)c1c(Nc2ccccc2C)sc(C(=O)Nc2cccc(Cl)c2)c1N
-1%	C/C(N)=C(/C#N)C(=O)COC(=O)c1cc2c(s1)CCC(C)C2 (stereo not drawn)
6%	CC1(C)NC(=O)N(CCCCOc2ccccc2[N+](=O)[O-])C1=O
0%	CC1CCc2c(C(=O)OCC(=O)Nc3cccc(S(=O)(=O)N4CCCCCC4)c3)csc2C1 (stereo not drawn)
-1%	O=C(Cn1cc([N+](=O)[O-])cn1)Nc1ccc(Cn2cc(Br)cn2)cc1
-2%[57.5 µM]	CC(=O)N1CCN(C(=O)COc2ccc(N(C)S(=O)(=O)c3cccs3)cc2)CC1
3%	O=C(CN(C(=O)C1CSC(=O)C1)c1cccc(F)c1)NC1CCCC1 (stereo not drawn)
1%[57.5 µM]	CCOc1ccc(NC(=O)c2ccc(CNc3c(N4CCCC4)c(=O)c3=O)cc2)cc1
1%	CC1=C(C(=O)Nc2cccnc2)C(c2cccnc2)n2ncnc2N1 (stereo not drawn)
5%	O=C(O)CCSc1nnc(-c2ccncc2)n1-c1ccccc1
30%	Cc1ccc2c(ccn3cc4c(c(=O)n(C)c(=O)n4C)c23)c1
10%	COc1ccc(Oc2ncc3ncc(=O)n(Cc4cccc(OC)c4)c3n2)cc1
-13%	O=C(Nc1ccccc1-c1ccccc1)NC1CC2CCCC(C1)N2Cc1ccc(F)cc1 (stereo not drawn)
-25%	CCOc1ccccc1N1CCN(CC(=O)NCCc2ccc(S(N)(=O)=O)cc2)CC1
-1%	CN(C)C(CNC(=O)c1cc(S(=O)(=O)N(C)c2ccccc2)ccc1Cl)c1cccs1 (stereo not drawn)
-6%	CSc1nsc(/C=C/Nc2ccc(F)cc2F)c1C#N
0%[57.5 µM]	Cc1ccc(NC(=S)N2CCN(c3nccc(C(F)(F)F)n3)CC2)c(C)c1
-2%[57.5 µM]	NC1=NC[C@H](c2ccccc2)N1CCCCC1CCCCC1
20%	Cc1ccc(C(=O)NCC(=O)OCc2csc(-c3ccccc3)n2)cc1
-1%[57.5 µM]	C#CCOCCOCCOCCNc1nc(N2CCN(C(=O)[C@H](Cc3cc4ccccc4[nH]3)n3cc([C@@H](N)C(C)CC)nn3)CC2)nc(N2CCN(C(=O)[C@H](CCCCN)n3cc([C@@H](N)CC(C)C)nn3)CC2)n1 (stereo partly drawn)
28%	Cc1nnc2ccc(-c3cccc(NC(=O)c4ccc(Cl)nc4)c3)nn12
1%	O=C(OCc1cc(Cl)ccc1OC(F)F)c1cncc(Br)c1
17%	O=C(c1csnn1)N1CCC2(CCCN(Cc3cc(C(F)(F)F)cc(C(F)(F)F)c3)C2)CC1
-3%	CCOC(=O)CN(Cc1sccc1C)C(=O)Nc1cccc(OC)c1

Following part:
ERK EGF inh	compound
1%	COc1ccc(/C=N/NC(=O)c2ccoc2C)cc1OC
4%[57.5 µM]	Cc1ccc(OCC(O)CNS(=O)(=O)c2ccccc2C(=O)O)cc1 (stereo not drawn)
-12%	N#Cc1cccc(NC(=O)N2CCC3(CC2)CCN(C(=O)c2cnccn2)CC3)c1
?	Cc1ccc(NC(=O)CN(C)c2ccc(S(=O)(=O)N3CCCC3)cn2)cc1
-1%	COc1ccc2[nH]cc(CCn3ccc(=O)c(C)c3C)c2c1
7%	O=C(Cc1ccccc1)NCCc1ccc(Cl)cc1Cl
?	Cc1ccc(Cl)cc1NC(=O)C1CC(=O)Nc2ncnn21 (stereo not drawn)
4%	COc1ccc(CCNC(=O)C(=O)NCC2OCCN2S(=O)(=O)c2ccc(Br)cc2)cc1 (stereo not drawn)
?	Cc1ccnc2nc(C(=O)Nc3ccc(S(=O)(=O)N4CCCC4)cc3)nn12
-4%	CC(C)N(CCO)C(=O)CCc1nnc(CCCc2ccccc2)o1
3%	O=C(COC(=O)c1ccccc1N1C(=O)C2C3CCC(C3)C2C1=O)c1ccccc1 (stereo not drawn)
9%	CCOc1ccc(NC(=O)C(c2ccccn2)N(C(=O)CCl)c2ccc(OC)cc2)cc1 (stereo not drawn)
?	S=c1[nH]nc(-c2cc(-c3ccccc3)n[nH]2)n1/N=C/c1ccc(Br)s1
12%	CCOc1ccc(N=C(C)c2ccccc2O)cc1

Structural class: the compounds so far containing a COOH group
ERK EGF inh	compound
7%	CCOC(=O)C1=C(C)N=c2s/c(=C\c3ccc(OCC(=O)O)cc3)c(=O)n2C1c1ccc(OC(C)C)cc1 (stereo not drawn)
6%	CC(=O)Oc1cc2c(c(C)c1OC(C)=O)CC=C1[C@]3(C)CC[C@]4(C)CC[C@@](C)(C(=O)O)CC4[C@]3(C)CC[C@]12C (stereo partly drawn)
5%	O=C(O)CCSc1nnc(-c2ccncc2)n1-c1ccccc1
4%[57.5 µM]	Cc1ccc(OCC(O)CNS(=O)(=O)c2ccccc2C(=O)O)cc1 (stereo not drawn)
